# TAAR1 agonist – agonists of human TAAR1; activation, % at 3 µM; 0.99% of 360,000 active; CHO RD-HGA16 TAAR1, Fluo-8 calcium fluorescence; vehicle wells 0%, saturating PEA agonist 100%;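 active means activation above the mean activation of all test compounds in the run plus 3 SD, cut at about 38% in these data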
# Target sequence (Q96RJ0 whole entry, looked up): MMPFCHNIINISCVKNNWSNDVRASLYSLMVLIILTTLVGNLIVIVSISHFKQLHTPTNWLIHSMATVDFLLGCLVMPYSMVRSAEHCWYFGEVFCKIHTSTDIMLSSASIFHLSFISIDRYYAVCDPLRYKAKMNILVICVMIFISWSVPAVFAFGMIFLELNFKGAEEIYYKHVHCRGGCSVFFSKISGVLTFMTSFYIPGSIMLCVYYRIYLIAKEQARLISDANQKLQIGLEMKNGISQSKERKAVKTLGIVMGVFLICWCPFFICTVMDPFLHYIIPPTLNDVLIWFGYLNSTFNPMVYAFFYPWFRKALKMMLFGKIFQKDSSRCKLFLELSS
#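 System: CHO-derived RD-HGA16 cells with stable Gα16 and human TAAR1. Times: 17-24 h plating, Fluo-8 75 min 37 °C, 30 min RT. Measured by: calcium-sensitive Fluo-8 signal, excitation 470-495, emission 515-575 nm. Read-out basis: % activation relative to PEA EC100 response. Control set: DMSO and PEA EC100. Repeats: no replicates (n 1).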
# M4 PAM – positive allosteric modulators of human muscarinic M4 receptor; P08173; CHO-K1 hM4/Gqi5, Fluo-8 calcium fluorescence, ACh EC20; 0% = ACh EC20, 100% = maximal ACh; activation, % at 3 µM; 0.4% of 360,000 active; AID 624126;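 active means activation above its plate's cutoff, the mean activation of sample wells plus 3 SD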; further: some results filed as inactive read as strong as hits
# Target sequence (P08173 whole entry, looked up): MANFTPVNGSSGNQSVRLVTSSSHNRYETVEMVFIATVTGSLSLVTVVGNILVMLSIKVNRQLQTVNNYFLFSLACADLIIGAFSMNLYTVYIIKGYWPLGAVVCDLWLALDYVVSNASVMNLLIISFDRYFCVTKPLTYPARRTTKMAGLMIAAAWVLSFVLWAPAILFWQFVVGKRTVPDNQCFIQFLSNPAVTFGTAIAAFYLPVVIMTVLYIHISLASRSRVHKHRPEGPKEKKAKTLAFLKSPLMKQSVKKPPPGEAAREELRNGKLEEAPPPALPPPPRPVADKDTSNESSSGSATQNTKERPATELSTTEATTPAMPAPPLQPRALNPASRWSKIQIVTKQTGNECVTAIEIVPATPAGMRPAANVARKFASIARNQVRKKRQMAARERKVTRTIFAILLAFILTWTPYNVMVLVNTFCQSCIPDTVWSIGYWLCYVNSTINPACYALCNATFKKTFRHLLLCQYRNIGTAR
# M5 antag – blocks acetylcholine activation of human M5 receptor; P08912; CHO-hM5 cells, Fluo-8 calcium fluorescence, ACh EC80; inhibition, % at 3 µM; 0.59% of 360,000 active; AID 624040;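 active means inhibition above a per-plate cutoff, the mean of that plate's test compounds plus 3 SD, cut at about 27% in these data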;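 further: 0% = acetylcholine EC80 with DMSO and 100% = DMSO without agonist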
# CRFR2-BP ag – agonists of human CRF-binding protein/CRF-R2 receptor complex; HEK293 CRF-R2/CRF-BP, calcium dye fluorescence (FLIPR); percent of saturating CRF peptide response; 0.46% of 350,000 active; activation, % at 13.2 µM; AID 588473;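 active means activation of at least 50%, plus an integration ratio under a set limit after plate pattern correction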;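 further: plate controls were neutral control wells without compound for no effect and CRF at EC100 for full effect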
# CHRM5 agonist – agonists of human muscarinic M5 receptor (CHRM5); AID 624037; P08912; 0.19% of 360,000 active; activation, % at 3 µM; CHO-K1 hM5 cells, Fluo-8 calcium fluorescence; 0% DMSO wells, 100% maximal acetylcholine response;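 active means activation above the run's mean over test compounds plus 3 SD, cut at about 23% in these data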;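 further: signal is peak over basal fluorescence ratio across the kinetic read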
# CRFBP-R2 block – antagonists of CRF-binding protein/CRF-R2 receptor complex | HEK293 CRF-R2/CRF-BP, CRF-induced calcium fluorescence | inhibition, % at 11.8 µM | 0.59% of 350,000 active | AID 588475;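 active means inhibition of the ligand-induced calcium signal above about 50% at the single tested concentration, limit read from the data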
# CHRM5 PAM – CHRM5 positive allosteric modulation. P08912. CHO-K1 hM5, Fluo-8 calcium, ACh EC20 PAM; 0% = ACh EC20, 100% = ACh EC100. activation, % at 3 µM. 0.3% of 360,000 active;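 active means activation above the run cutoff, the mean activation of all test compounds plus 3 SD, cut at about 18% in these data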
#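 system = human M5 receptor in CHO-K1 cells | reagent = EC20 acetylcholine as agonist stimulus | compound dosing = single-point, 3 µM nominal | incubation = Fluo-8 loading 80 min at 37 °C plus 30 min room temperature | detection = Fluo-8 calcium dye fluorescence, kinetic read | benchmarks = low control EC20 acetylcholine (0%), high control EC100 acetylcholine (100%)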
# CHO-K1 Ca PAM – counter-screen for M1 PAMs: effect in parental CHO-K1 cells; activation, % at 3 µM; ATP EC20, Fluo-8 calcium fluorescence; 0% at ATP EC20, 100% at ATP max; 0.02% of 360,000 active; AID 602247;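 active means activation above the run cutoff, the mean activation of all test compounds plus 3 SD, cut at about 40% in these data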;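 further: peak over basal fluorescence ratio in a 140 s read after ATP addition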
# TAAR1 antag – human TAAR1 antagonism; 1.5% of 360,000 active; inhibition, % at 3 µM; CHO RD-HGA16 TAAR1, Fluo-8 calcium fluorescence, antagonist; AID 624466; Q96RJ0;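 active means inhibition above a per-plate cutoff, the mean inhibition of test compounds on that plate plus 3 SD, cut at about 49% in these data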;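 further: 0% = DMSO plus EC80 beta-PEA response and 100% = DMSO alone without agonist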
#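 Test system: RD-HGA16 CHO cells with stable hTAAR1 and Gα16 / Probe or stimulus: EC80 β-phenethylamine stimulus / Times: seeding 17-24 h prior, 75-min 37 °C, 30-min RT dye loading / Detection: Fluo-8 calcium-sensitive fluorescence / Read-out basis: % inhibition scaled between DMSO and EC80 PEA controls / Repeats: singlicate, one well per test compound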
# Numbers without * were called inactive; . = not tested or not shown. The order is random (roughly 4.2% active in at least one column).
SMILES,TAAR1 agonist,M4 PAM,M5 antag,CRFR2-BP ag,CHRM5 agonist,CRFBP-R2 block,CHRM5 PAM,CHO-K1 Ca PAM,TAAR1 antag
CCCCn1c(N)c(N(CCC(C)C)C(=O)c2ccc(N3CCCC3=O)cc2)c(=O)[nH]c1=O,0,-3,-3,0.8,2,-4,1,19,23
CCn1c(SCC(=O)NCc2ccco2)nnc1C(C)C,9,-1,-1,-0.6,-1,15,2,2,5
O=[N+]([O-])c1ccc(N2CCCCCC2)c(S(=O)(=O)N2CCCCC2)c1,6,-11,10,0.7,-6,13,-11,9,6
COc1ccc(COC[B-](F)(F)F)cc1,1,11,0,-1.0,0,-5,4,0,-14
COc1ccc(C=NN=C2c3ccccc3-c3ccccc32)cc1O,5,3,4,2.9,6,-16,4,11,11
COc1ccccc1C(=O)NCCC(=O)Nc1cccc(S(=O)(=O)N2CCCC2)c1,14,-5,-7,-1.2,3,18,-10,7,23
CN(C)/C(=N\S(=O)(=O)c1ccccc1)c1ccc([N+](=O)[O-])cc1,1,12,-2,0.9,0,4,0,15,-3
COC(=O)[C@@](C)(O)C1(C(=O)SC(C)(C)C)CC1,5,17,3,0.9,8,6,-3,17,-6
NC(CCc1ccccc1)c1csc(Nc2ccc(C(F)(F)F)cn2)n1 (stereo not drawn),56*,12,6,.,4,.,1,9,21
CN(C)/C=C1/Oc2c(ccc3ccccc23)C1=O,0,4,1,2.0,1,-7,-2,2,-17
COc1ccccc1OCCSc1nc(N)cc(N)n1,2,19,0,1.5,3,-9,-3,-4,-13
CCOC(=O)C1(CC2CCCCO2)CCN(C(=O)Nc2ccc(SC)cc2)CC1 (stereo not drawn),3,-5,11,1.3,0,6,0,15,6
CC(C)N(C)Cc1nnnn1CC(=O)NCCc1cccc(C(F)(F)F)c1,1,-4,1,3.0,3,-6,22*,-15,-16
C=CCn1c(Oc2ccccc2F)nc2c1c(=O)n(C)c(=O)n2C,10,0,15,-0.9,2,8,2,-12,-12
Cn1nc(C(=O)N2CCN(c3ccccn3)CC2)c2ccccc2c1=O,2,8,3,1.5,-1,6,-1,24,1
O=S(=O)(Nc1ccc(-c2csc(-c3ccccc3)n2)cc1)c1ccc(F)cc1,4,31*,5,2.8,-1,-3,0,15,9
COc1cc2c(cc1OC)C(c1ccc3c(c1)OCO3)C1=C(CC(C)(C)CC1=O)N2 (stereo not drawn),5,2,10,-1.9,-3,25,-1,7,4
O=C(Nc1ccc(Cl)c(Cl)c1)N[C@@H]1CC[C@@H](CCn2cc(C3CCCCC3)nn2)O[C@@H]1CO,2,1,4,.,-2,.,-4,.,-25
c1ccc(-c2nnc(CSc3nnc(-c4cccs4)o3)o2)cc1,11,-3,13,0.4,-1,-7,-5,7,7
Cc1ccc2nc(COc3ccc(N(C)S(=O)(=O)c4ccccc4)cc3)cc(=O)n2c1,9,-24,1,2.0,8,0,-13,-2,36
CCCCC(=O)Nc1ccc2c(c1)C(=O)NC2=O,.,7,0,-2.6,-2,0,-5,-3,.
CS/C(=C/[N+](=O)[O-])Nc1cccc2c1C(C)CC2(C)C (stereo not drawn),3,-1,-12,-1.6,-4,11,2,12,-1
O=c1c(Cc2c(F)cccc2Cl)c(O)ccn1Cc1ccc(F)cc1,5,0,6,0.7,-1,-17,2,5,-6
CCS(=O)(=O)Nc1ccc2[nH]c(=O)[nH]c2c1,3,6,5,-4.0,1,25,10,19,-22
O=C(O)CCC(NC(=O)OCc1ccccc1)C(=O)O (stereo not drawn),1,15,-1,1.0,-1,-3,0,15,-17
CCN(CC)c1ccc(N2C(=NC(=O)C3CC3)SC3CS(=O)(=O)CC32)cc1 (stereo not drawn),2,13,7,-1.2,-7,10,-2,14,-15
O=C(O)COc1ccccc1/C=N/Nc1ccc(S(=O)(=O)N2CCOCC2)cc1[N+](=O)[O-],2,5,9,-2.2,-4,-5,5,8,-21
Cc1cc(OC(=O)c2ccc(Cl)cc2)cc(=O)n1C,2,13,-9,-1.5,-2,11,2,5,-38
Cn1cc(CNCCN2CCCCC2=O)c(-c2cccc(Cl)c2)n1,1,6,-12,1.0,-10,-13,-2,21,8
Cc1ccc2cc(CN(CC3CCCO3)S(=O)(=O)c3ccccc3)c3nnnn3c2c1 (stereo not drawn),4,-14,7,-0.3,-2,3,-7,-3,6
CN1CCN(NC(=O)c2cc(-c3cccc(Cl)c3)nc3ccccc23)CC1,8,6,5,-1.5,2,-11,3,20,-3
COC(=O)NNC(=O)COc1ccccc1C,1,-4,-9,0.9,1,9,5,1,-4
CC1(C)C2CCC1(C)C1(C2)NC(=O)c2ccccc2O1 (stereo not drawn),1,12,3,1.4,-3,-106,-1,16,-18
O=C(CN1CCC(C(O)(c2ccccc2)c2ccccc2)CC1)Nc1cc(Cl)ccc1Cl,-1,0,-7,9.6,-2,-14,0,10,-3
CC1CCCC(C(=O)O)N1C(=O)CCSC(=O)c1ccccc1 (stereo not drawn),7,3,-3,0.1,0,3,-8,-3,-6
CN1CCC(N(C)C(=O)CNC(=O)c2ccc(C(C)(C)C)cc2)CC1,3,6,5,16,-3,-15,3,4,4
Cc1ccc(-n2c(SCC(=O)OC(C)C)nnc2-c2cnccn2)cc1,2,10,7,-0.4,-1,9,-2,-2,-10
COc1ccc(NC2=C(C(C)=O)C(c3ccc(OC)cc3)C(C(C)=O)C(C)(O)C2)cc1 (stereo not drawn),3,10,-2,0.7,3,8,8,-12,10
CCOc1ccc(NC(=O)CN2CCN(CC(=O)c3ccc(OC)c(OC)c3)CC2)cc1,5,13,-2,-1.9,-4,6,9,22,7
COc1ccc(Nc2c3c(nc4ccccc24)CCC3)c(OC)c1,-1,-4,5,-5.6,-5,12,-7,8,-16
CCCCNC(=O)CNC(=O)c1nn(-c2ccc(OC)c(Cl)c2)c(=O)c2ccccc12,5,5,4,-1.5,-1,6,3,4,6
COCCCNC(=O)N1c2ccccc2Sc2ccccc21,-2,1,-1,16,-14,-1,11,15,-5
COc1ccc(C(=O)NNC(=O)CCn2nnc(-c3ccc(C)cc3)n2)cc1OC,2,-2,3,-0.3,-2,11,2,10,8
CCOC(=O)Cn1nc(C)cc1NC(=O)c1cc(OC)c(OC)c(OC)c1,3,-3,-1,-1.6,2,11,-3,-15,-8
Cc1ccccc1NS(=O)(=O)c1ccc(C(=O)NNC(=O)c2ccccc2O)cc1,1,5,-5,0.1,2,-11,4,21,-4
COc1ccc(/C=[N+](\[O-])C2N(c3ccccc3)C(=S)SC2(C)C)cc1OC (stereo not drawn),1,-18,22,-0.5,-1,8,-15,14,-16
CCOC(=O)Cc1csc(NC(=O)c2sc3nc4cc(C)ccc4cc3c2N)n1,6,3,9,16,7,-58,-5,21,-18
CC1Cc2ccccc2N1CC(=O)Nc1ccc(N2CCOCC2)cc1 (stereo not drawn),0,5,8,-0.5,1,-11,8,-9,-6
CCn1nc(C(=O)OCc2c(C)noc2C)c2ccccc2c1=O,9,6,8,-2.3,-6,4,56*,-14,-7
COc1ccc2ccccc2c1CNC(=O)CC1C(=O)NCCN1CC(C)C (stereo not drawn),3,-18,14,1.2,-3,4,-7,3,-20
COc1ccc(N(C(=O)c2ccco2)C(C(=O)NC2CCCC2)c2cccs2)cc1 (stereo not drawn),7,9,1,0.7,-1,-4,6,-8,-10
CNC(=S)Nc1ccc([N+](=O)[O-])cc1C,10,10,-10,-0.3,-1,34,3,26,7
COc1cc(NC(=O)COC(=O)CCOc2ccc(C)cc2)cc(OC)c1,0,3,7,-0.4,-5,3,-1,7,-11
CSCCC(NC(=O)C1CCC(C)CC1)C(=O)N1CCN(c2ccccn2)CC1 (stereo not drawn),1,10,-1,0.1,-4,11,-1,19,20
Cc1sc2ncnc(N3CCC(C(=O)N(C)CC(=O)Nc4ccc(Cl)c(C(F)(F)F)c4)CC3)c2c1C,7,-1,10,.,0,.,-5,3,39
O=C(CSc1ccccc1)N1CCc2ccccc21,-2,2,11,-2.3,-7,21,0,17,-7
COc1ccc(C2=NOC(C(=O)NCc3ccc(F)cc3)C2)cc1 (stereo not drawn),4,0,0,-4.9,1,4,-4,-1,2
COc1cc(OC)c2c(c1)O/C(=C\c1ccccc1)C2=O,1,-6,4,0.0,0,7,0,26,-25
Cc1cccc(NC(=O)NC(=S)NC(=O)c2ccccc2)c1,2,3,3,-1.2,1,-17,-9,5,11
O=C(c1cnn(Cc2ccccc2)c1)N1CCN(S(=O)(=O)/C=C/c2ccccc2)CC1,5,6,-13,0.1,-4,1,4,8,12

# Individual results from the entries so far.
# C=CCn1c(Oc2ccccc2F)nc2c1c(=O)n(C)c(=O)n2C – CHRM5 PAM: 2
# CC(C)N(C)Cc1nnnn1CC(=O)NCCc1cccc(C(F)(F)F)c1 – M5 antag: 1

# Sorted by the number under M4 PAM (rising): five from the list above
compound	TAAR1 agonist	M4 PAM	M5 antag	CRFR2-BP ag	CHRM5 agonist	CRFBP-R2 block	CHRM5 PAM
COc1ccc(/C=[N+](\[O-])C2N(c3ccccc3)C(=S)SC2(C)C)cc1OC (stereo not drawn)	1	-18	22	-0.5	-1	8	-15
COc1cc(NC(=O)COC(=O)CCOc2ccc(C)cc2)cc(OC)c1	0	3	7	-0.4	-5	3	-1
O=C(c1cnn(Cc2ccccc2)c1)N1CCN(S(=O)(=O)/C=C/c2ccccc2)CC1	5	6	-13	0.1	-4	1	4
COc1ccc(N(C(=O)c2ccco2)C(C(=O)NC2CCCC2)c2cccs2)cc1 (stereo not drawn)	7	9	1	0.7	-1	-4	6
CNC(=S)Nc1ccc([N+](=O)[O-])cc1C	10	10	-10	-0.3	-1	34	3

# Next section.
SMILES,TAAR1 agonist,M4 PAM,M5 antag,CRFR2-BP ag,CHRM5 agonist,CRFBP-R2 block,CHRM5 PAM,CHO-K1 Ca PAM,TAAR1 antag
Cc1ccc(NC(=O)c2ccc(S(=O)(=O)N3CCC(C)CC3)cc2)cc1,29,-9,4,-0.3,-4,5,-10,7,79*
CCc1nnc(SCc2ccc(OC(C)C)cc2)n1N,3,1,-4,-0.7,-6,-1,2,21,-2
Cc1cc(C)nc(NC(=O)c2ccccc2O)n1,0,-3,7,-0.1,-1,16,-7,3,1
Cc1cccc(OCC(=O)Nc2ccc3c(c2)nc(CCN2CCCCC2)n3C)c1,5,2,-3,1.6,-8,-7,2,-3,-10
CC(=O)c1ccc(N2CCN(S(=O)(=O)c3ccc4c(c3)CC(=O)N4C)CC2)cc1,2,-2,1,0.2,-1,-4,0,-1,-13
O=C(CN1C(=O)NC2(CCCC2)C1=O)Oc1ccc2ccc(=O)oc2c1,8,17,14,-0.5,0,-1,-7,1,-1
Cc1cc2ncn(-c3nnnn3-c3ccccc3)c2cc1C,5,4,-2,-0.3,-5,-13,4,11,9
Nc1nnc(SCC(=O)OCC(=O)c2ccccc2)s1,0,6,10,1.5,-14,-2,-14,18,6
COc1cc(OC)cc(C(=O)Nc2ccc3c(c2)COC3=O)c1,6,-1,-2,-2.7,4,21,-2,9,3
CCOC(=O)c1c(C)[nH]c(C)c1S(=O)(=O)N1CCOCC1,1,12,-5,0.3,-1,7,4,3,-19
